# PolyA inh = polyadenylation inhibitors in yeast reporter cells, primary screen, luminescence, S. cerevisiae; S. cerevisiae SKY197-pL101 polyadenylation reporter, beta-gal luminescence; efflux-impaired pdr1/pdr3 knockout yeast; score 100 = 6 SD above DMSO; calls only at 12 µM; actives 0.02% (n = 300,000);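 active = lowest replicate activity score at least 50, where 100 means six control SD above control mean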;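 note: yeast exposed to compound for 9 h at 30 °C; higher score means more reporter readthrough which indicates perturbed polyadenylation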
# HSF1 inhib = HSF1 inhibitors in luciferase reporter cells, primary screen, cell-based, NIH3T3, luminescence; actives 0.77% (n = 300,000); activity change, negative = inhibition, % at 7.5 µM (by protocol); NIH3T3-HGL HSE-luciferase, MG132-induced, luminescence 8 h; hits give low values;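 active = more than half of replicate wells show activity change below -50%, luminescence cut by over half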;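 note: luciferase reports HSF-1 transcriptional activity via heat shock element; 0% = median of DMSO wells and -100% = zero luminescence signal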
# GSK3 alpha inh = blockers of GSK3A enzyme activity – biochemical, luminescence, cell-free homogeneous, HTS, primary screen; actives 0.1% (n = 320,000); inhibition, % at 10 µM; GSK-3 alpha kinase, ADP-Glo luminescence, 60 min; AID 2650, 2010;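 in the data active = inhibition above about 50%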;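 note: GST-tagged GSK-3 alpha with peptide substrate and 25 µM ATP; 0% = DMSO neutral wells and 100% = GW8510 positive control wells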
# Target sequence (P49840 whole entry, looked up): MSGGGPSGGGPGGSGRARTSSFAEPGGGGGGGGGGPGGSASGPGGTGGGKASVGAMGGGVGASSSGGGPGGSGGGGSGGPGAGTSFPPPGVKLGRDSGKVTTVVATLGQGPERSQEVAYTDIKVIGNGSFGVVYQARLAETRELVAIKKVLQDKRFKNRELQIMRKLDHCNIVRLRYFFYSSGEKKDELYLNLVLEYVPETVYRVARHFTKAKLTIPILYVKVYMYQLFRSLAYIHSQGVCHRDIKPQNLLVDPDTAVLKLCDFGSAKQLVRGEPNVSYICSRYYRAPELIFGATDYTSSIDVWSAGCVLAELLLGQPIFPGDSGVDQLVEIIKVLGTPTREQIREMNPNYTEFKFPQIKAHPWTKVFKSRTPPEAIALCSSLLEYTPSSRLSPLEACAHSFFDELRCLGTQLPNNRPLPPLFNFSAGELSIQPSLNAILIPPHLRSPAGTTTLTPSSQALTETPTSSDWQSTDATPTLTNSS
# GSK3B inh = human GSK3beta kinase inhibitors, primary screen, biochemical, cell-free homogeneous, HTS. AID 2097, 2009. GST-GSK3beta kinase, ADP-Glo luminescence, 60 min; hits give low values. Glycogen synthase kinase-3 beta (Homo sapiens), P49841. activity score (negative = inhibition), % at 10 µM. actives 0.038% (n = 300,000);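 active = more than half of replicate wells score below -50%, meaning over 50% inhibition versus plate controls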;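 note: 0% = median DMSO wells and -100% = median GW8510 positive control wells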
# Target sequence (P49841 whole entry, looked up): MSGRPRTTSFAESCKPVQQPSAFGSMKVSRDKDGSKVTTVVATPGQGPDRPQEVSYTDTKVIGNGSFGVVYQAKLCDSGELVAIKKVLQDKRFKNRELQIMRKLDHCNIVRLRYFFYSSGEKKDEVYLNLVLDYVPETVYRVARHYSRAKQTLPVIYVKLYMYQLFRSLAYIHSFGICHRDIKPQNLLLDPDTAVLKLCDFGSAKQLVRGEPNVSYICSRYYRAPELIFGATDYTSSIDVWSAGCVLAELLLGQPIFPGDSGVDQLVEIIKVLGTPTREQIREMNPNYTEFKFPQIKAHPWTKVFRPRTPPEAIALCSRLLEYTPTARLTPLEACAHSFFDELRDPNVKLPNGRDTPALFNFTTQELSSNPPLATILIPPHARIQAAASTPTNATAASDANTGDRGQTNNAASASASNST
#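 Assay system: GST-fused GSK3beta enzyme, cell-free / Medium: Tris pH 7.5 buffer with MgCl2, DTT, BSA, heparin / Also added: peptide substrate plus 25 µM ATP (final) / Compound: 10 µM single point / Timing: kinase reaction with compound 60 min at room temperature / Detection: ADP-Glo luminescence / Benchmarks: DMSO neutral wells and GW8510 at 20 µM as positive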
# HSF1 activator = HSF-1 activators, primary screen, NIH3T3-HGL cells, MG132 stress, luminescence, single point | actives 1.7% (n = 300,000) | activation, % at 9 µM | AID 504408, 2011 | NIH3T3-HGL HSF-1 luciferase reporter, 8 h; 100% = twice DMSO control signal;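 active = mean replicate activation of at least 50% with a set share of replicates each reaching 50%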;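 note: 0% = median of the neutral control wells and 100% = twice that signal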
# HSP90 inh = HSP90 inhibitors, primary screen, cell lysate, luminescence | Heat shock protein HSP 90 (rabbit reticulocyte lysate; luciferase refolding) | Rabbit reticulocyte lysate, luciferase refolding luminescence, 3 h | inhibition, % at 5.6 µM | actives 0.91% (n = 290,000) | AID 1789, 2009;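 active = inhibition above the screen-wide mean plus 3 SD, computed separately per campaign, cut at about 16% in these data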;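 note: 0% = DMSO wells and 100% = 60 µM geldanamycin wells; inhibitors lower the luminescence because luciferase stays unfolded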
# IEC-6 tox = cytotoxicity in IEC-6 intestinal epithelial cells, primary screen, cytotoxicity control for KLF5 inhibitor project, cell-based, luminescence; IEC-6 cytotoxicity, luminescence viability; actives 0.78% (n = 290,000); inhibition, % at 5 µM; in the data active = inhibition above about 22%;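 note: 0% = plate median of test compound wells and 100% = cytotoxic reference compound wells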
# KLF5 inh = KLF5 expression inhibitors, primary screen, DLD-1 cells, luminescence; DLD-1 KLF5 promoter-luciferase reporter; inhibition, % at 5 µM; actives 0.23% (n = 290,000); AID 1700, 2009;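 active = inhibition above a per-plate limit of that plate's mean compound inhibition plus 3 SD, cut at about 60% in these data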;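 note: 0% = DMSO wells and 100% = LY294002 at 200 µM; higher means less KLF5 promoter-driven luciferase light; inactives centre near -14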
# AI-2 QS mod = Vibrio harveyi AI-2 quorum sensing modulators, primary screen, JMH597 strain, luminescence/OD600 ratio. Vibrio harveyi JMH597 AI-2 luminescence/OD600 ratio, 9 h; hits give low values; strain lacks LuxN and CqsS sensors; 0 = neutral-control median. activity change, % at 7.5 µM. actives 0.4% (n = 300,000); in the data active = activity change below about -75%, passing the limit was not always enough;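 note: luminescence divided by OD600 gain over 9 h not by final OD600 alone; inactives centre near 13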
# aSyn 5UTR inh = MLPCN primary screen, SNCA 5' untranslated region | alpha-synuclein 5'UTR reporter, inhibitor activity | inhibition, % (tested at 7.5 µM) | actives 0.82% (n = 300,000) | AID 1813, 2009; in the data active = inhibition above about 60%;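 note: H4 neuroglioblastoma cells stably carrying SNCA 5'UTR luciferase fusion; 0% = DMSO wells and 100% = positive control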
# Active calls of the source: *; i = inactive; x = no result given.
SMILES,PolyA inh,HSF1 inhib,GSK3 alpha inh,GSK3B inh,HSF1 activator,HSP90 inh,IEC-6 tox,KLF5 inh,AI-2 QS mod,aSyn 5UTR inh
CCOP(=O)(OCC)C(O)c1cccnc1 (stereo unspecified),i,0,5,2,-6,-3,-1,-13,27,-6
CN1c2ccc([N+](=O)[O-])cc2CC2(C(=O)NC(=O)N(c3ccc(Br)cc3)C2=O)C1c1ccccc1 (stereo unspecified),i,14,-3,0,24,-2,-2,-28,21,-30
O=C(O)C(Cl)Cl,i,-1,1,2,5,x,x,x,17,-17
CCN(CC)C(=O)c1ccc(NC(=O)c2cccc(S(=O)(=O)N3CCN(Cc4ccccc4)CC3)c2)cc1,i,-22,0,1,-42,x,x,x,23,14
COc1ccccc1/C=C1/C(=N/O)C2CCN1CC2,x,-9,-1,0,-1,1,-4,-9,17,-1
CC(=O)N1N=C2C3CCN(CC3)C2C1c1ccc(F)cc1 (stereo unspecified),i,2,1,2,-6,-3,-12,-20,1,16
COCCCNC(=O)c1c(NC(=O)c2ccccc2)n(Cc2ccccc2)c2nc3ccccc3nc12,i,-3,-1,-1,-3,0,0,-6,21,-1
c1ccc2c3c([nH]c2c1)C1(CCNCC1)NCC3,i,0,3,2,2,2,2,-10,26,6
CCOc1ccccc1OCC(=O)Nc1ccc(Cl)cc1C(=O)c1ccccc1,i,9,-4,2,6,3,2,-16,18,18
O=[N+]([O-])c1cnc[nH]1,i,6,0,0,4,x,x,x,25,19
O=c1[nH]c(=O)n(Cc2ccccc2Cl)c(O)c1/C=C1/C=CC=N1,i,-7,1,-1,-20,-2,1,2,19,-7
COc1cccc(-n2c(=S)[nH]c3ccccc3c2=O)c1,i,-4,-2,-6,-12,-2,2,4,34,9
COc1ccc(NP(=O)(Oc2cccc(C)c2)Oc2cccc(C)c2)cc1OC,i,6,-1,4,1,-3,-4,-8,20,17
CNP(=S)(NC)OCCOc1ccc(OC)cc1,i,-1,-1,-4,8,0,-1,10,26,1
CNC(=S)N1CCn2cccc2C1c1cccnc1 (stereo unspecified),i,-2,5,5,-1,-2,-5,-9,37,-5
CCOC(=O)c1c(C)n(Cc2ccc3c(c2)OCO3)c2ccc(O)cc12,i,40,-1,-5,62*,1,6,-74,14,-51
C[n+]1c(-c2ccccc2)cc(CCCCc2cc(-c3ccccc3)[n+](C)c(-c3ccccc3)c2)cc1-c1ccccc1,x,x,2,-3,x,0,-11,-4,13,x
O=C(CCCOc1ccc(Cl)cc1Cl)N1CCC2(CC1)OCCO2,i,8,-1,1,17,-1,-2,-22,18,-39
O=C(N/N=C/c1c(O)n(-c2ccccc2)c(=O)[nH]c1=O)c1ccncc1,i,1,0,2,16,7,2,-4,16,-11
Cc1nn(Cc2ccccc2Cl)c(C)c1C(=O)NC1CCCc2ccccc21 (stereo unspecified),i,x,-2,1,x,-2,-4,-32,25,42
CCCCOC(=O)COc1cc(C)cc2oc(=O)c3c(c12)CCC3,i,-28,0,1,-38,4,-4,-14,25,5
Clc1ccc(OCC#CCN2CCCC2)cc1,i,19,0,-1,29,-5,-5,-29,33,-34
O=C1/C(=C\c2ccc(Cl)cc2Cl)N2CCC1CC2,i,17,-2,1,44,3,-2,-40,1,2
O=c1c2cc(Br)ccc2[nH]c(=S)n1-c1ccccc1,i,-8,-3,0,6,-3,-2,-8,21,-7
CCCNS(=O)(=O)c1ccc(OCC(=O)N2CCN(Cc3ccc4c(c3)OCO4)CC2)cc1,i,-5,0,1,6,-2,1,-27,15,-1
# Remaining list, next part
SMILES,PolyA inh,HSF1 inhib,GSK3 alpha inh,GSK3B inh,HSF1 activator,HSP90 inh,IEC-6 tox,KLF5 inh,AI-2 QS mod,aSyn 5UTR inh
COc1cc(CN2CCCC(C(=O)c3sccc3C)C2)cc(Cl)c1O (stereo unspecified),i,15,-5,6,33,-2,3,-2,33,-6
CCCCCCNc1nc(OC)nc(N2CC3CC(C2)c2cccc(=O)n2C3)n1 (stereo unspecified),i,-7,12,0,-4,2,5,-10,26,-7
O=C(O)c1ccccc1N=Nc1c(O)[nH]c(=O)[nH]c1=O,i,0,0,2,-12,0,-5,-7,2,-8
O=C1NC(=S)N(c2ccc(F)cc2)C(=O)/C1=C/c1ccco1,i,2,-4,-6,-1,1,-13,0,37,14
CC1(C)CN=C(Nc2nc3ccccc3s2)S1,i,25,1,0,54*,12,2,-125,23,-118
CCC(=NC1CCN(Cc2ccccc2)CC1)c1c(O)[nH]c(=O)[nH]c1=O,i,-5,5,-1,-5,-2,-3,-17,41,1
C=CCn1c(=O)c(C=Nc2cccc([N+](=O)[O-])c2)c(O)n(CCCC)c1=O,i,3,-2,1,14,3,-1,-5,26,7
COc1ccc(-n2cnc3cc(C(=O)N4CCC5(CC4)OCCO5)ccc32)cc1,i,-8,-1,9,17,-1,17,15,19,-10
CCOC(=O)CN1C(=O)C2(C(C#N)=C(N)Oc3ccccc32)C(C(=O)OC)=C1C (stereo unspecified),i,-1,1,-4,8,0,3,-15,14,6
Cc1ccc(OCCSC2=NN2c2cc(C)nc(N)n2)cc1,i,7,-2,3,12,-3,2,-26,9,19
O=C(c1cc2ccccn2n1)N1CCC2(CC1)OCCO2,i,-4,-2,-1,2,3,4,-29,-10,-19
CC(C)=CCSc1nnc([C@@H](N)Cc2c[nH]c3ccccc23)o1,i,7,-1,1,17,1,4,-4,13,11
NC(=O)CN1CCCC1=O,i,-42,-1,10,-55,1,4,17,18,2
O=P(Oc1ccccc1)(Oc1ccccc1)c1ccccc1,i,-3,-2,2,4,8,2,-25,2,10
COCCNC(=O)c1c(NC(=O)c2ccco2)n(Cc2ccccc2)c2nc3ccccc3nc12,i,6,6,1,5,5,3,-14,27,24
CCOc1ccc(N=Cc2c(O)n(-c3cc(C)cc(C)c3)c(=O)[nH]c2=O)cc1,i,1,0,2,32,0,2,-10,18,-23
O=C(O)C1C2CCC(O2)C1C(=O)Nc1ccc(Cl)cc1 (stereo unspecified),i,8,-2,4,8,0,2,-13,24,-20
COc1cc(CN2CCN(C(=O)Cc3ccccc3)CC2)cc(OC)c1OC,i,1,-1,3,10,-1,0,-27,12,9
CCn1cc(C=C2C(=O)N(C)C(=O)N(C)C2=O)c2ccccc21,i,-23,0,0,-35,2,2,-1,24,25
CO[C@H]1[C@@H](OC)CC(OC2OC(CO)C(O)C(O)C2O)/C(=C\C#N)[C@@H]1O (stereo partly specified),i,-3,3,0,0,0,0,-18,25,15
CCCCOCCCn1c(N)c(C(=O)OCCOC)c2nc3ccccc3nc21,i,7,-2,0,21,5,0,-11,-1,-7
O=C(c1cccn2c(=O)c3cc(Cl)ccc3nc12)N1CCC2(CC1)OCCO2,i,1,-2,0,0,-1,8,-16,13,-31
CON(C)C(=O)Nc1ccc(Cl)cc1,i,5,0,2,0,-2,0,-14,14,-5
COc1cccc(CNC2CN3CCC2CC3)c1OC (stereo unspecified),i,-1,0,4,8,0,-6,-18,0,19
CCOC(=O)C(C)(CC)NC(=O)CSP(=S)(OCC)OCC (stereo unspecified),i,-4,-2,-2,-15,-3,-2,-9,9,7
Cn1c(=O)cc(OCC(=O)N2CCN(Cc3ccc4c(c3)OCO4)CC2)c2ccccc21,i,12,-1,0,29,-7,2,-11,-3,7
CNC(C(=O)c1ccccc1)C(OC)c1ccc(C)cc1 (stereo unspecified),i,-5,-2,-1,8,7,-4,2,8,-5
CNCCc1c(C)n[nH]c1C,i,-5,-1,0,4,2,1,8,14,-12
COc1ccc2c(c1)[C@]13CCCCC1C(C2)N(C)CC3 (stereo partly specified),i,-3,-3,2,10,x,x,x,5,-15
COc1ccc(CCn2c(O)c(C=Nc3ccccc3F)c(=O)[nH]c2=O)cc1OC,i,-8,0,1,22,-2,-5,-23,-13,-3

# Looked up by structure from the list above (two):
SMILES,PolyA inh,HSF1 inhib,GSK3 alpha inh,GSK3B inh,HSF1 activator,HSP90 inh,IEC-6 tox,KLF5 inh,AI-2 QS mod,aSyn 5UTR inh
COc1cccc(-n2c(=S)[nH]c3ccccc3c2=O)c1,i,-4,-2,-6,-12,-2,2,4,34,9
O=c1c2cc(Br)ccc2[nH]c(=S)n1-c1ccccc1,i,-8,-3,0,6,-3,-2,-8,21,-7

# Complete entries as entered above:
# `O=c1[nH]c(=O)n(Cc2ccccc2Cl)c(O)c1/C=C1/C=CC=N1` is listed as PolyA inh = i; HSF1 inhib = -7; GSK3 alpha inh = 1; GSK3B inh = -1; HSF1 activator = -20; HSP90 inh = -2; IEC-6 tox = 1; KLF5 inh = 2; AI-2 QS mod = 19; aSyn 5UTR inh = -7
# `CNC(=S)N1CCn2cccc2C1c1cccnc1` (stereo unspecified) is listed as PolyA inh = i; HSF1 inhib = -2; GSK3 alpha inh = 5; GSK3B inh = 5; HSF1 activator = -1; HSP90 inh = -2; IEC-6 tox = -5; KLF5 inh = -9; AI-2 QS mod = 37; aSyn 5UTR inh = -5

# Only HSP90 inh and HSF1 inhib, for some of the entries so far:
mol | HSP90 inh | HSF1 inhib
COc1cccc(-n2c(=S)[nH]c3ccccc3c2=O)c1 | -2 | -4
COc1ccc(NP(=O)(Oc2cccc(C)c2)Oc2cccc(C)c2)cc1OC | -3 | 6
CNP(=S)(NC)OCCOc1ccc(OC)cc1 | 0 | -1
CNC(=S)N1CCn2cccc2C1c1cccnc1 (stereo unspecified) | -2 | -2
CCOC(=O)c1c(C)n(Cc2ccc3c(c2)OCO3)c2ccc(O)cc12 | 1 | 40

# Not all compounds are listed; the hit share may differ from the screen's.
